Bioassay records as filed in PubChem BioAssay.
SRC3 inh = inhibitors of human steroid receptor coactivator 3 (SRC3); Q9Y6Q9; HEK293 GAL4-SRC3 luciferase reporter, luminescence; inhibition, % at 3.6 µM; 360,000 tested, 0.17% active;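 active = inhibition above a per-campaign cutoff, the mean of all compounds plus 3 SD, cut at about 60% in these data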;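 also: 0% = DMSO-treated cells and 100% = gossypol-treated cells at 36 µM; higher means less SRC3-driven luciferase light from the GAL4 reporter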
Exocytosis inh = blocks lytic granule exocytosis. TALL-104 LAMP-1 surface exposure, flow cytometry; cells stimulated with thapsigargin and PMA. inhibition, % at 10 µM. 360,000 tested, 0.66% active. AID 651702;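 active = inhibition above about 55%, limit read from the data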
NOD2-RIPK2 inh = blocks binding of human NOD2 to RIPK2; inhibition, % at 4.98 µM; CHO BLA complementation NOD2-RIPK2, CCF4 ratio; 360,000 tested, 0.38% active; AID 624267; O43353; in the data active = inhibition above about 21%;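 also: 0% = vehicle only and 100% = reference blocker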
NCOA1 inh = inhibitors of human steroid receptor coactivator 1 (SRC1) | HEK293 GAL4-SRC1 luciferase reporter, luminescence | inhibition, % at 3.6 µM | 360,000 tested, 0.12% active | AID 588354;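 active = inhibition above the campaign mean plus 3 SD, with each screening campaign given its own cutoff, cut at about 60% in these data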;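 also: 0% = DMSO treated cells and 100% = gossypol at 36 µM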
NR2F2 inh = inhibitors of human COUP-TFII (NR2F2). HEK293T NGFI-A luciferase reporter, luminescence. inhibition, % at 8.6 µM. 370,000 tested, 0.7% active. AID 686940;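 active = inhibition above a per-plate cutoff, mean inhibition of test wells between control levels plus 3 SD, cut at about 38% in these data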;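 also: cells cotransfected with COUP-TFII expression vector driving the NGFI-A reporter; 0% = median of COUP-TF2 test wells and 100% = reporter-only cells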
TLR9-MyD88 inh = blocks human TLR9 binding to MyD88 | CHO BLA complementation TLR9-MyD88, CCF4 FRET ratio | AID 504734 | inhibition, % at 4.98 µM | Q9NR96+Q99836 | 340,000 tested, 0.21% active;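 active = inhibition above the mean over all tested compounds plus 3 SD, cut at about 21% in these data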;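 also: 0% = DMSO only wells and 100% = clavulanate BLA inhibitor control wells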
TROY NFkB inh = TROY signaling inhibition | Q293 LMP1-TROYcd NF-kB luciferase reporter, 4 h | inhibition, % at 10 µM | 360,000 tested, 0.98% active | AID 1347056;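 active = compounds whose plate-normalised and pattern-corrected inhibition of the luciferase reporter signal at the single screening dose is 50% or more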
SRC2 inh = human SRC2 (NCOA2) inhibition | 370,000 tested, 0.17% active | inhibition, % at 9 µM | Q15596 | HEK293 GAL4-SRC2 luciferase reporter, luminescence;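 active = inhibition above the mean inhibition of all tested compounds plus 3 SD, set per campaign, cut at about 52% in these data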;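 also: 0% = DMSO treated cells and 100% = cells given Gossypol at 36 µM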
Target sequence (Q15596 whole entry, looked up, the tested form may be a part): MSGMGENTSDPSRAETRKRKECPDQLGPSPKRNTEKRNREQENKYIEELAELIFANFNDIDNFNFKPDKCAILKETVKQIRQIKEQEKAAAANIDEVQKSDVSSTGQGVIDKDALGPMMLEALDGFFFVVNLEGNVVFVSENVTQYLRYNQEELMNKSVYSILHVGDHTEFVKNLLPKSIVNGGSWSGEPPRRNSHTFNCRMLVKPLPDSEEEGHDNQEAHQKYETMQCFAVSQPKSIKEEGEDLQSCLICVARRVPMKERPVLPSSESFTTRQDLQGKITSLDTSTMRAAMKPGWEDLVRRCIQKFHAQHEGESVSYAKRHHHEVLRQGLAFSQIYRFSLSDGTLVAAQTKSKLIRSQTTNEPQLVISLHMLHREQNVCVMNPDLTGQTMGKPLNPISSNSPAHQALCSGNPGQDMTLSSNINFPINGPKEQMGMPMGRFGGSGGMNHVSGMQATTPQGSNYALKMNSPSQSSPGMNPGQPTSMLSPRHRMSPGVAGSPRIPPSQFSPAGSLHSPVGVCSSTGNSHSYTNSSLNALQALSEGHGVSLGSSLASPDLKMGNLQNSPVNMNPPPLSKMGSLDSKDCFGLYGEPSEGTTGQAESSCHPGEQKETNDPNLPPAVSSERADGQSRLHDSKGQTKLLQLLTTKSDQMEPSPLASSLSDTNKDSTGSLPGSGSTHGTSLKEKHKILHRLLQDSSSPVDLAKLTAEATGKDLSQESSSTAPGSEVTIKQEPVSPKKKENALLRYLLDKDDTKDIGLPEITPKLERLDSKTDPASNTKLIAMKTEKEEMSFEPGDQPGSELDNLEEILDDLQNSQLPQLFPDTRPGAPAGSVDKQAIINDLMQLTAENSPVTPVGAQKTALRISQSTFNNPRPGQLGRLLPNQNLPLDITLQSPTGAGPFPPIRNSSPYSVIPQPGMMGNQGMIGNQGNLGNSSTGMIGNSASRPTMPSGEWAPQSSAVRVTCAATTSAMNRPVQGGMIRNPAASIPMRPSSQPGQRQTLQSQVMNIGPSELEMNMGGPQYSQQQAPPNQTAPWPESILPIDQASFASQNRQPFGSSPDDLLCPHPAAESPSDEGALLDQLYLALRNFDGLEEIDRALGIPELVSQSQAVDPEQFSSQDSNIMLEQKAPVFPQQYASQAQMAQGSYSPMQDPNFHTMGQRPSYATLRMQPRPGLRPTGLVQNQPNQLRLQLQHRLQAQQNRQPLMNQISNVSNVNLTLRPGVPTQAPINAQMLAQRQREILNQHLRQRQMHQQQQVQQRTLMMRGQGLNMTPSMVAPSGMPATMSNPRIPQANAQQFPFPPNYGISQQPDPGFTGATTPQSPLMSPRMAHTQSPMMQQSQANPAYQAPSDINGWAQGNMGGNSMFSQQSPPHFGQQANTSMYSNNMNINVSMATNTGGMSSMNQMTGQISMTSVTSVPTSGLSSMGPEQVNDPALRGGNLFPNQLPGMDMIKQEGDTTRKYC
TWEAK Fn14 block = blocks TWEAK-Fn14 interaction in a reporter cell assay; TWEAK-stimulated Fn14 reporter cells, luciferase luminescence, 8 h; inhibition, % at 10 µM; 360,000 tested, 2% active; AID 1159606; in the data active = inhibition above about 50%
ABHD5 PLIN5 PPI = inhibitors of human ABHD5-perilipin-5 interaction. Q00G26+Q8WTS1. Split G. princeps luciferase complementation, luminescence, 4 h. inhibition, % at 4 µM. 360,000 tested, 0.78% active. AID 602281;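 active = inhibition above the mean inhibition across every tested compound plus 3 SD, cut at about 22% in these data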;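 also: 0% = DMSO only wells and the 100% control is not disclosed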
LRH-1 inv ag = NR5A2 inverse agonism in reporter assay; HEK293T StAR-luciferase reporter, LRH-1 transfected, 24 h; inhibition, % at 3.6 µM; 360,000 tested, 0.13% active; AID 602396;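 active = inhibition above the mean inhibition of all tested compounds plus 3 SD, cut at about 73% in these data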;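 also: 0% = DMSO wells and 100% = reporter-only cells lacking LRH-1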
Starred values were filed as active, the others as inactive; nt = no result given.

SMILES	SRC3 inh	Exocytosis inh	NOD2-RIPK2 inh	NCOA1 inh	NR2F2 inh	TLR9-MyD88 inh	TROY NFkB inh	SRC2 inh	TWEAK Fn14 block	ABHD5 PLIN5 PPI	LRH-1 inv ag
Cc1cccc(N2CCN(C(c3ccccc3)c3nnnn3C(C)(C)C)CC2)c1C (stereo unspecified)	-27	0	-7	-7	-9	3	20	2	5	2	15
Cc1cc(C)c2c(CC(=O)NCCc3ccccc3)coc2c1	3	-1	11	-16	3	0	-7	-1	-2	1	-1
Cc1cc(C(=O)N2CCN(Cc3ccc4c(c3)OCO4)CC2)cs1	6	-3	-4	14	-1	0	-2	0	-13	0	18
C/C(=N\NC(=O)Cc1ccc(F)cc1)c1ccc(F)cc1	5	8	-3	-21	nt	-13	-12	nt	28	2	-25
CCOc1ccccc1NC(=O)CSc1ccc(-c2sc(C)nc2C)nn1	7	6	-6	-6	15	-4	34	-32	1	2	-11
CCCCCCCn1c(=N)n(CC(=O)c2ccco2)c2ccccc21	-3	7	2	19	26	-2	20	15	-9	2	-20
N=c1c(C(=O)NCCN2CCOCC2)cc2c(=O)n3ccccc3nc2n1Cc1ccc(F)cc1	17	0	-9	-22	-1	-19	-13	13	-33	4	0
CCN(CC(=O)Nc1c(F)cccc1F)C(=O)c1ccc(N2CCCCC2)c([N+](=O)[O-])c1	-5	-1	-4	4	12	-5	4	-6	-15	2	-3
Cc1cccc(OCCNC(=O)c2ccc(Cl)c(S(=O)(=O)NCc3cccnc3)c2)c1	2	-1	0	7	-2	-6	23	-10	5	8	-11
COc1cc(C2=NOC(C(=O)N3CCCc4ccccc43)C2)cc(OC)c1OC (stereo unspecified)	6	7	-4	6	-3	-16	6	-1	4	-2	6
Cc1ccc(C2CCN(C(=S)Nc3cccc(C)c3)C2)cc1 (stereo unspecified)	-27	-1	-2	-66	-3	-1	-22	-1	-6	-1	-28
Cc1[nH]c(C)c(S(=O)(=O)N(Cc2ccccc2)C(C)(C)C)c1C(=O)N1CCCC1	6	-1	-13	-31	-11	1	1	1	15	-1	4
Cc1ccc(Nc2nc(C)cc(C)c2C(N)=O)c(C)c1	-4	-1	2	-29	-2	-5	12	28	-8	-6	-2
CCOc1ccc(C(=O)Nc2cccc3ncccc23)cc1Cl	-10	-11	7	-13	9	-11	6	-30	-3	5	-6
CCOC(=O)c1ccccc1NC(=O)COC(=O)C(Cc1c[nH]c2ccccc12)NC(C)=O (stereo unspecified)	13	-1	1	-33	3	-2	6	9	12	-6	0
CCOC(=O)c1sc(-c2ccccc2)cc1NC(=O)c1ccc(S(=O)(=O)N(CCOC)CCOC)cc1	-28	-1	-11	-15	-19	0	4	13	-15	-4	-7
C=CCN(CC=C)CCCOc1ccccc1C(=O)OC	-14	1	-10	4	0	-2	-1	3	23	4	1
COC(=O)C[C@@H]1OC[C@H](C)N1S(=O)(=O)c1ccc(C)cc1	nt	-2	0	nt	-20	nt	nt	-17	nt	1	-3
CCCCNC(=O)c1ccccc1NC(=O)c1ccccc1N(C)S(C)(=O)=O	-8	3	-4	-1	-15	-5	18	-4	10	2	-9
O=C(Nc1ccccn1)C1CCN(C(=O)Nc2ccccc2)CC1	5	9	-6	-30	1	-2	8	8	-3	-22	-8
Cn1c(=O)oc2cc(S(=O)(=O)Nc3ccc(F)cc3)ccc21	2	-7	-6	-34	21	3	12	28	11	-6	12
NC(=O)CSc1nnc(-c2cccnc2)n1CCc1ccccc1	2	0	-2	-1	5	2	6	-16	10	-3	8
CC(=O)Nc1ccc(C(=O)NNC(=O)c2cccc(C)c2)cc1	-7	-11	16	-3	-19	-4	3	-7	5	14	7
Cc1cc2[nH]c(=O)c(=O)[nH]c2cc1S(=O)(=O)N1CCN(c2ccccc2)CC1	9	-3	-14	-16	20	-3	-12	-1	-2	1	5
CCCCNc1c([N+](=O)[O-])c(=O)n(C)c2ccccc12	9	-1	-2	-10	5	0	-15	-3	4	-1	-8
COc1cc(S(=O)(=O)Nc2ccc(C)cc2)ccc1N=Cc1c(C)c(C#N)c(=O)n(C)c1O	12	-2	-5	-5	-3	nt	10	-21	0	-1	-16
COc1ccc(OC)c(-c2cc(C(=O)Nc3ccc(F)cc3F)no2)c1	12	-6	-7	0	27	-1	-7	3	-14	-1	-7
Cc1cccc(NC(=O)c2cc([N+](=O)[O-])ccc2NCC2CCCO2)n1 (stereo unspecified)	4	2	-7	3	10	-5	-1	2	28	0	1
O=C(CSc1ncnc2ccccc12)NCCc1ccccc1	7	3	-8	-25	4	3	-10	5	-4	-1	15
Cc1nc(=O)c(-c2ccccc2)c(C)n1-c1ccc(Br)cc1	17	-5	-4	0	9	nt	-2	-29	43	-3	8
O=C(Cn1cc(C(F)(F)F)ccc1=O)NC1CCCC1	-33	1	-1	-1	-13	-1	-67	11	-12	7	0
COCCNC(=O)C1(C)CCN(Cc2csc(-c3ccc(Cl)cc3)n2)C1 (stereo unspecified)	0	1	-1	3	2	nt	0	-31	-2	3	-8
COc1ccc(/C=N/n2c(C)nc3ccccc3c2=O)cc1	-35	6	-12	-54	-20	-1	-37	-28	37	3	15
COc1ccc(N2CCCC2=O)cc1S(=O)(=O)N1CCOCC1	-10	-7	2	-2	-4	-2	8	-11	12	4	-1
CCC(=O)Nc1ccc(NC(=O)c2ccc3c(c2)OCO3)cc1	13	2	7	-6	-2	-6	-20	2	10	0	-28
COc1ccc(OC)c(S(=O)(=O)NCCS(=O)(=O)N2CCN(c3ccccc3)CC2)c1	-8	3	-3	8	-11	-6	-17	-28	14	0	-15
CCOC(=O)c1cccc(NC2c3ccccc3C(=O)N2Cc2ccco2)c1 (stereo unspecified)	-5	3	-7	-15	29	-2	11	20	19	0	8
O=C(CSc1nnc(CNc2ccc(F)cc2)n1-c1ccccc1)N1CCOCC1	18	5	-6	2	11	-3	nt	-22	46	0	10
c1ccc(-n2nnc3cnccc32)cc1	-51	4	1	-13	9	-4	18	-25	-4	-3	-11
Cc1ccc(SCCC(=O)NCC2CCCO2)cc1 (stereo unspecified)	7	9	-7	-1	-2	5	-11	-32	0	1	-1
Cc1ccc(Cl)cc1NC(=O)C1CCCN(S(C)(=O)=O)C1 (stereo unspecified)	12	-2	2	-1	-11	-2	10	5	8	4	13
Cn1c(=O)c2nc3ccccc3nc2n(C)c1=O	6	-5	-2	-5	-12	-1	7	-15	5	2	11
O=C(c1ccco1)N1CCN(C2CN(Cc3ccc(F)cc3)S(=O)(=O)C2)CC1 (stereo unspecified)	5	3	-14	-8	-1	nt	0	-20	-3	-3	1
O=C(NCCCNC(=O)c1cccnc1)c1ccc(Cl)cc1	2	4	-14	-4	-1	0	-18	3	5	4	-9
COc1ccc(N2CCN(C(=O)CCCC(=O)c3ccccc3)CC2)cc1	2	2	-2	-22	-26	1	0	-10	-2	-6	-52
Cc1cc(C)nc(NC(=O)CSc2nn(C)c(=S)s2)n1	-6	2	-6	-21	0	8	-4	2	1	-1	-19
CN1CCC(N2CCN(C3CN(Cc4ccc(F)cc4)S(=O)(=O)C3)CC2)CC1 (stereo unspecified)	-1	4	-9	2	2	nt	14	6	-20	-7	-10
Cc1cc(=O)n2nc(N3CCCC(C(=O)NCc4ccco4)C3)sc2n1 (stereo unspecified)	4	1	5	-9	-13	3	17	-9	15	-4	8
CC1CCCN(S(=O)(=O)c2ccc(C(=O)Nc3nnc(-c4ccccc4Cl)o3)cc2)C1 (stereo unspecified)	6	2	-5	5	-6	5	23	-8	-72	4	1
COc1cc(CNc2nc3c(C)cc(C)cc3s2)ccc1O	11	1	-3	12	14	-6	-4	10	13	-13	-17

Next part
SMILES	SRC3 inh	Exocytosis inh	NOD2-RIPK2 inh	NCOA1 inh	NR2F2 inh	TLR9-MyD88 inh	TROY NFkB inh	SRC2 inh	TWEAK Fn14 block	ABHD5 PLIN5 PPI	LRH-1 inv ag
CC(C)(C)C(=O)NC(=S)Nc1cc(C(F)(F)F)ccc1N1CCOCC1	8	-5	-10	-8	12	-2	7	9	14	-2	17
O=C(CN1CCN(S(=O)(=O)c2ccc3c(c2)OCCO3)CC1)Nc1cccc(F)c1	-21	24	10	-178	-5	-4	-8	25	-10	-9	-1
CCC1SC(CC)C(=O)N(CC(=O)Nc2ccc3c(c2)OCO3)C1=O (stereo unspecified)	3	2	-3	-9	-12	-40	-2	-31	-29	1	-1
CC(Oc1cccc(Cl)c1)C(=O)Nc1cc(=O)n(C)c(=O)n1C (stereo unspecified)	-1	0	4	6	18	-19	1	7	9	3	-10
O=C1CC[C@@H](C(=O)N2CSC[C@H]2C(=O)O)N1	6	-1	-17	-9	-19	0	3	13	-2	-2	-14
CCCn1nc(NC(=O)COC)c2cc3cc(C)ccc3nc21	-27	-33	3	-54	nt	-1	-1	nt	-10	11	-57
COc1ccc(/C=N\NC(=O)c2cc3c(ccc4ccccc43)o2)cc1O	14	17	8	10	-20	-8	-9	-32	-9	4	-9
COc1ccccc1C(=O)NCCC(=O)NCc1cccs1	17	0	-9	-7	-10	-2	-7	-17	-10	10	-23
N#Cc1cc(O)c(-n2nnc3ccccc32)cc1C#N	-3	-5	2	-4	-3	0	1	-4	4	-9	6
C/[N+]([O-])=C\C1C(=O)CCCC1=O	15	-7	-7	-36	0	-9	8	-21	4	6	-11

Compound profiles, from the list above. Values in the order: SRC3 inh | Exocytosis inh | NOD2-RIPK2 inh | NCOA1 inh | NR2F2 inh | TLR9-MyD88 inh | TROY NFkB inh | SRC2 inh | TWEAK Fn14 block | ABHD5 PLIN5 PPI | LRH-1 inv ag
`COc1ccc(N2CCCC2=O)cc1S(=O)(=O)N1CCOCC1` across the screens: -10 | -7 | 2 | -2 | -4 | -2 | 8 | -11 | 12 | 4 | -1
`Cc1cc(C)nc(NC(=O)CSc2nn(C)c(=S)s2)n1` across the screens: -6 | 2 | -6 | -21 | 0 | 8 | -4 | 2 | 1 | -1 | -19
`CCCn1nc(NC(=O)COC)c2cc3cc(C)ccc3nc21` across the screens: -27 | -33 | 3 | -54 | nt | -1 | -1 | nt | -10 | 11 | -57

(further entries)
SMILES	SRC3 inh	Exocytosis inh	NOD2-RIPK2 inh	NCOA1 inh	NR2F2 inh	TLR9-MyD88 inh	TROY NFkB inh	SRC2 inh	TWEAK Fn14 block	ABHD5 PLIN5 PPI	LRH-1 inv ag
CCCCS(=O)CC(COCc1ccccc1)OC(=O)CSc1nc(C)cc(C)n1 (stereo unspecified)	-2	-1	-8	4	5	-23	8	-1	-3	-5	-10
CCOCCCNC(=O)C(c1ccccc1)N(Cc1ccc2c(c1)OCO2)C(=O)c1ccccc1O (stereo unspecified)	-5	-4	3	-39	-10	-2	4	-6	7	1	8
Cc1c(CNCC(C)c2ccccc2)c(C(=O)O)c(C)n1Cc1ccccc1 (stereo unspecified)	8	2	-12	4	2	-10	-1	-38	-4	-1	2
Cc1ccccc1OCC(=O)N(Cc1nc(-c2ccccc2)no1)C(C)C	0	0	-18	-23	11	-3	5	2	-5	-2	3
CCn1c(-c2cccnc2)n[nH]c1=S	8	2	-14	-5	3	-4	1	-8	-8	-3	19
CCN(C(=O)COC(=O)c1ccccc1Nc1ccccc1)c1c(N)n(Cc2ccccc2)c(=O)[nH]c1=O	-15	2	-5	3	-7	-5	14	-19	25	-1	-10
Cc1nn(C(C)C(=O)NCCCN(Cc2ccccc2)C(C)C)c(=O)c2c1sc1ccccc12 (stereo unspecified)	-11	1	-10	4	0	-15	8	16	-14	3	-26

This is a subset (hit frequency here may not be typical).
